Bioassay records as filed in PubChem.
HCT116 bCat-KO – beta-catenin-lacking colon tumor cell growth suppression; viability, % at 10 µM; HCT116 beta-catenin knockout viability, CellTiter-Glo, 60 h; stronger effect = lower value; AID 818; 140,000 tested, 1.5% active;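 active = viability at or under a set limit, the compound median less 4 SD, cut at about 6% in these data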;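 also: 0% = Hyamine 1622 control at 20 µM and 100% = untreated cell control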
GALR2 blocker – antagonists of human galanin receptor 2 (GALR2) | inhibition, % at 4 µM | GALR2-expressing cells, antagonist mode | O43603 | AID 828 | 140,000 tested, 0.39% active; in the data active = inhibition above about 27%;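 also: cells stimulated with galanin 1-16 at roughly its EC80; 0% = agonist challenge control and 100% = basal control without agonist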
Target sequence (O43603 whole entry, looked up): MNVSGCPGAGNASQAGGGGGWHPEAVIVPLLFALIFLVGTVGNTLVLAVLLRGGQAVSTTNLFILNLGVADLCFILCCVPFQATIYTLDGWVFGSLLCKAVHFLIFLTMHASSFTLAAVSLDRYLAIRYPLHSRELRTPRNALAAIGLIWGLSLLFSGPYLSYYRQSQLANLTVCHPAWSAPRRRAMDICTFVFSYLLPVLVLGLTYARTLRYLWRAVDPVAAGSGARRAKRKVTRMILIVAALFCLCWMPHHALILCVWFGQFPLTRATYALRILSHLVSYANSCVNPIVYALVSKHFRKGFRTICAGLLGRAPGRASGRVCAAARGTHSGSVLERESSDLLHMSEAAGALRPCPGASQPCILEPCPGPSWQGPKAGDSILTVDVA
Phagocyt inh – macrophage phagocytosis inhibition | J774A.1 macrophage IgG-bead phagocytosis, imaging | inhibition, % at 5 µM | 110,000 tested, 0.07% active | AID 1029;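 active = inhibition above the mean of the plate negative controls plus 5 SD, cut at about 13% in these data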;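 also: phagocytic index as fraction of beads internalized from green versus red external bead signal; plate controls were DMSO negative control for no effect and cytochalasin-D positive control for full effect; some results beyond the cut were filed as inactive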
PTEN del growth – growth suppressors of cells with PTEN tumor suppressor deletion | HCT116 PTEN-null viability, CellTiter-Glo, 60 h; stronger effect = lower value | viability, % at 10 µM | 140,000 tested, 1.2% active;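 active = viability at or below a set limit, 4 SD under the median of all tested compounds, cut at about 3.7% in these data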;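 also: PTEN knockout HCT116 line with beta catenin targeted HCT116 as companion control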
NPY Y2 blocker – blocks the human neuropeptide Y Y2 receptor. inhibition, % at 2.7 µM. 140,000 tested, 0.99% active. P49146. NPY-Y2 expressing cells, antagonist mode. AID 793; in the data active = inhibition above about 17%;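 also: 0% = vehicle with agonist challenge and 100% = reference antagonist with challenge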
Target sequence (P49146 whole entry, looked up): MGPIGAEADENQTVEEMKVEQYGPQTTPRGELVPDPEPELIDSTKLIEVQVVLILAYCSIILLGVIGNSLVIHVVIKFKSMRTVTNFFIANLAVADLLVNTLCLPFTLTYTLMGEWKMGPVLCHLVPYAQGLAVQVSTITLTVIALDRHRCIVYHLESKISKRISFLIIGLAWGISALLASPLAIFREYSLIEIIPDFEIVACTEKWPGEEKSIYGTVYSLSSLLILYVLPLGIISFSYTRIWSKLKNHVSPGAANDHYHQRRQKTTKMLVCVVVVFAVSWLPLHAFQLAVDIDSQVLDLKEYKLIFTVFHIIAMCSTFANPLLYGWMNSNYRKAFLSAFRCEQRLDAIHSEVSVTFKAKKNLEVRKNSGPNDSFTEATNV
Measles CPE – protection of cells from measles virus; Measles virus-infected cells, CPE protection, absorbance; protection (pct of control), % at 4 µM; 140,000 tested, 1.5% active; AID 841; in the data active = protection mostly above about 24%, no sharp cut-off; inactive = mostly below about 26%; also: some compounds called inactive have numbers as strong as hits
E-sel TNF inh – TNF alpha driven E-selectin expression inhibition. 120,000 tested, 0.71% active. HUVEC TNFa-induced E-selectin immunofluorescence, high content. inhibition, % at 2 µM;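 active = inhibition above the batch mean plus 3 SD, and confirmed as a hit on visual image review, cut at about 43% in these data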;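 also: 0% = TNF-stimulated DMSO wells and 100% = unstimulated control wells; not every result past the cut was called active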
Yeast life ext – yeast lifespan extension; AID 775; S. cerevisiae growth with nicotinamide, OD615; deaD strain in restrictive glucose medium; 130,000 tested, 0.68% active; inhibition of the nicotinamide effect, % at 10 µM;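 active = inhibition above a set limit, placed 3 SD over the median of all compounds, cut at about 26% in these data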;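 also: 0% = nicotinamide-treated wells and 100% = cells grown without nicotinamide; some compounds called inactive have numbers as strong as hits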
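Assay system: engineered S. cerevisiae DeaD replicative-lifespan strain, galactose-grown log-phase cells; medium: restrictive CSMM-D dextrose medium; also added: nicotinamide, 1.5 mM, co-present with compound; schedule: 48 h compound exposure at 30 °C, humidified; detection: absorbance at 615 nm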
MRP-1 activ – MRP-1 activation; H69AR cells + doxorubicin, viability rescue, CellTiter-Glo; viability increase, % at 10 µM; 140,000 tested, 0.61% active; AID 799;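 active = viability gain under doxorubicin at or above a set limit, the compound median plus 3 SD, cut at about 4.7% in these data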;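 also: MRP-1 overexpressing cells given doxorubicin 25 µM after compound pretreatment; 18-22 h compound pretreatment then 72 h with doxorubicin before readout; 0% = doxorubicin-only wells and 100% = vehicle-treated cells without doxorubicin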
Yeast growth inh – chemicals that inhibit yeast BB579 growth in restrictive medium (lifespan-shortening candidates). 140,000 tested, 0.51% active. AID 804. inhibition, % at 10 µM. S. cerevisiae BB579 growth, OD615, 48 h;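 active = inhibition above a set limit, 3 SD over the mean compound inhibition, cut at about 44% in these data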; also: inactives centre near -24
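Test system: Saccharomyces cerevisiae DeaD strain BB579, replicative lifespan model yeast | Buffer or medium: Restrictive CSMM-D medium | Doses: One dose, 10 µM compound with 0.25% DMSO | Incubation: 48 h exposure, 30 °C | Detection: Culture absorbance at 615 nm | Control set: Amphotericin B at 10 µg/mL as positive control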
Numbers without * were called inactive; / = not tested or not shown. This is a random part of the collection. Share with any hit: about 6.2%.

SMILES	HCT116 bCat-KO	GALR2 blocker	Phagocyt inh	PTEN del growth	NPY Y2 blocker	Measles CPE	E-sel TNF inh	Yeast life ext	MRP-1 activ	Yeast growth inh
O=C(Nc1nnc(-c2ccc3c(c2)OCCO3)o1)c1ccc(Cc2ccccc2)cc1	17.9	15.4	-0.2	18.9	6.6	10.4	-12.7	-6.8	-2.6	-21.6
CCOC(=O)[C@H](CCc1ccccc1)N[C@@H](C)C(=O)N1CCC[C@H]1C(=O)O	89.0	3.0	/	98.3	-2.0	32.5	/	6.1	0.0	-34.9
O=C1CCCC(O)=C1C1C2=C(CCCC2=O)Oc2ccccc21 (stereo not given)	106.5	1.2	-0.6	90.0	1.4	16.2	/	22.5	-3.3	-28.0
CCS(=O)(=O)CCSc1nc(C)cc(C)c1C#N	98.8	-10.7	-2.4	91.4	6.3	7.7	/	-6.4	-2.6	5.6
CCCCCCn1c(SCC(=O)c2c(N)n(C)c(=O)n(C)c2=O)nc2ccccc21	50.8	2.5	-0.1	46.8	0.7	2.6	9.8	-5.3	-1.7	-54.5
Clc1cccc(Cl)c1/C=C/c1nc2ccccc2[nH]1	49.5	27.4*	-3.8	45.6	8.0	5.4	-47.3	-8.1	-5.2	-8.5
C=CCN(CC=C)CCOc1ccccc1	102.4	4.0	/	98.5	5.4	6.9	18.1	5.2	0.4	4.5
CC(C)SCCCOc1ccc(C(C)(C)C)cc1	95.9	-4.2	/	101.8	0.9	15.6	-1.4	-5.7	1.2	-17.1
O=C(COC(=O)c1ccc(S(=O)(=O)N2CCCC2)cc1)NCc1ccccc1	97.8	-14.6	-0.6	108.3	-0.6	4.7	3.9	-13.4	0.0	-36.3
COc1cc(OC)cc(C(=O)NC(=S)Nc2cccnc2)c1	101.4	-0.1	-1.0	89.7	3.9	6.5	25.5	-24.0	-3.9	-35.4
O=C(NCCCCc1ccccc1)C12CN(Cc3ccccc3)CC1C(c1cccc([N+](=O)[O-])c1)=NO2 (stereo not given)	18.2	-5.4	-0.5	16.4	-0.8	16.9	/	-13.3	0.5	-34.2
O=S(=O)(Nc1cc(Sc2cccc3cccnc23)c(O)c2ccccc12)c1ccc(F)cc1	1.3*	33.6*	-0.1	1.4*	2.6	4.2	/	4.4	-5.5	-28.6
CC1=C(C(=O)OC(C)C)C(c2c[nH]c3ccccc23)n2ncnc2N1 (stereo not given)	102.0	-2.0	/	95.3	2.2	34.0	8.2	-5.4	0.1	35.6
Cc1ccsc1/C=C1\SC(N2CCOCC2)=NC1=O	93.8	10.2	/	96.2	0.5	3.7	-10.6	-30.3	-2.6	-10.2
Cc1ccc(-n2nc(CC#N)c(C#N)c2N)cc1	91.0	-1.7	-5.0	91.3	3.0	15.0	-1.2	-2.6	-1.5	-42.3
C#CCOC(=O)/C(=C/c1ccc(F)cc1)NC(C)=O	96.1	-2.2	-11.4	107.7	-1.9	12.8	7.5	-4.2	-1.8	-6.5
O=C(CSc1ccccn1)Nc1nc2ccc(Br)cc2s1	90.7	-12.5	/	101.2	2.4	20.9	4.3	-8.6	-2.2	2.8
C=CCc1ccc(OCCCN2CCCC(C)C2)c(OC)c1 (stereo not given)	72.1	-4.8	/	72.5	5.8	19.6	11.3	-4.2	-3.8	-32.1
CC1=NN(C(=O)c2c(Br)cnn2C)C(O)(C(F)(F)F)C1 (stereo not given)	108.8	-3.9	/	110.6	2.2	22.9	38.2	-0.7	0.4	-59.4
CC(=O)c1cccc(N(CC(=O)N2CCCCC2)S(C)(=O)=O)c1	100.8	-8.0	-1.3	96.5	-0.2	2.0	7.5	-12.7	0.1	-36.0
CC(Sc1nc(N2CCOCC2)c2c(c1C#N)CC(C)(C)OC2)C(=O)Nc1ccccc1 (stereo not given)	92.7	-1.1	/	30.7	-2.5	24.8	-10.6	-6.3	-6.6	-6.1
Cc1c(C(=O)N(C)C)c2cc(Cl)ccc2n1O	89.7	1.4	-2.0	92.0	-0.3	5.9	/	6.0	-0.4	-44.5
COc1ccc2[nH]c(=O)c(CN(CCCN3CCOCC3)C(=O)NCc3ccccc3)cc2c1	92.1	-0.8	-3.1	104.0	1.8	6.1	/	-5.1	-0.4	28.8
O=C(NCCc1nc2ccccc2[nH]1)/C(=C/c1ccc2c(c1)OCO2)NC(=O)c1ccc(Cl)cc1Cl	88.0	-3.3	/	84.9	3.6	18.3	26.5	4.6	-2.9	-18.7
CN(Cc1ccccc1)C(=O)c1ccc2c(c1)OCO2	90.5	12.4	/	93.7	4.7	20.5	-8.1	-3.8	-3.3	-17.6
COc1cc(/C=N/Nc2nc3ccccc3[nH]2)cc(OC)c1O	60.9	25.3	2.6	44.8	-0.3	19.4	12.5	-0.8	-3.1	-25.7
COc1ccccc1NC(C)C(=O)Nc1ccc(C(C)=O)cc1 (stereo not given)	99.2	0.1	-2.1	101.2	3.7	9.6	/	0.2	-0.5	-10.2
CSc1nc2nccc(-c3ccc(Oc4ccccc4)cc3)n2n1	98.9	5.6	/	88.4	11.5	8.1	1.1	-2.9	-2.8	-25.9
Cc1cc2nc(SCC(=O)N(C)C)c3c(c2cc1C)CCCC3	72.8	-14.5	-2.8	69.0	4.4	/	40.8	-7.2	-2.9	-3.7
O=[N+]([O-])c1cccc(/C=N/n2c(COc3ccccc3)n[nH]c2=S)c1	97.6	-4.2	/	95.3	4.2	17.1	11.6	1.9	-3.1	-9.8
FC(F)(F)c1cc(-c2cccs2)nc(-n2cc(Br)cn2)n1	81.4	-13.3	-0.3	85.7	4.6	7.6	/	-7.9	-4.1	-38.9
C=CCOC(=O)C1=C(C)NC(SC)=C(C#N)C1c1ccc(OCC)cc1 (stereo not given)	95.5	4.9	-0.8	96.0	3.3	18.4	/	-3.2	-2.0	-22.0
O=C(O)/C=C/C(=O)N(Cc1ccccc1)Cc1ccco1	102.0	3.2	-12.7	104.6	-0.8	10.0	12.2	2.9	0.1	3.1
CCN(CC)C(=O)c1sc(NC(=O)Cc2cccs2)c(C#N)c1C	100.0	3.6	-0.6	87.7	5.8	8.7	3.5	-9.6	-0.5	-33.6
COc1ccc(-n2nnc3c(=O)n(Cc4cc(C)ccc4C)cnc32)cc1	91.4	-9.3	0.8	90.9	3.4	11.5	/	-0.8	-1.2	-19.4
CSc1ccc(/C=N/NC(=O)COc2ccc(Br)cc2Cl)cc1	91.4	4.1	-6.9	83.2	9.6	9.6	0.5	-7.4	-1.1	-27.3
O=c1[nH]c2ccccc2n1CCC1CCCCC1	84.2	5.1	3.4	88.0	0.9	9.8	8.3	4.1	-2.1	-30.2
CSCCC1C(=O)OC2(C)CC(C)(C)NC(=S)N12 (stereo not given)	97.1	4.0	/	93.2	2.7	1.5	8.4	/	-0.3	-25.7
CCOC(=O)C1(CC)NC(c2ccco2)C2C(=O)N(c3ccc(C)cc3)C(=O)C21 (stereo not given)	94.1	2.1	/	101.8	4.1	17.3	15.4	1.0	-3.5	-40.4
Cn1c(=O)c(C(=O)COC(=O)c2cc(-c3ccco3)nc3ccccc23)c(N)n(Cc2ccccc2)c1=O	84.7	8.5	/	80.0	2.4	8.2	-14.0	-1.9	-0.9	-36.4

In the list so far, 2 contain a CF3 group.
SMILES	HCT116 bCat-KO	GALR2 blocker	Phagocyt inh	PTEN del growth	NPY Y2 blocker	Measles CPE	E-sel TNF inh	Yeast life ext	MRP-1 activ	Yeast growth inh
CC1=NN(C(=O)c2c(Br)cnn2C)C(O)(C(F)(F)F)C1 (stereo not given)	108.8	-3.9	/	110.6	2.2	22.9	38.2	-0.7	0.4	-59.4
FC(F)(F)c1cc(-c2cccs2)nc(-n2cc(Br)cn2)n1	81.4	-13.3	-0.3	85.7	4.6	7.6	/	-7.9	-4.1	-38.9

(continued)
SMILES	HCT116 bCat-KO	GALR2 blocker	Phagocyt inh	PTEN del growth	NPY Y2 blocker	Measles CPE	E-sel TNF inh	Yeast life ext	MRP-1 activ	Yeast growth inh
O=C(NC(Cc1ccccc1)C(=O)O)C1CCCCC1 (stereo not given)	90.7	3.5	-0.5	90.5	1.1	7.5	21.7	-1.4	0.1	-57.2
Cc1nc2ncnn2c(N2CCN(C(c3ccccc3)c3ccccc3)CC2)c1C	90.2	-0.9	4.4	77.8	2.8	52.9*	/	22.7	-1.6	-21.8
CCOC(=O)C1=C(C)NC2=C(C(=O)CC(c3ccc(OC)c(OC)c3)C2)C1c1ccc(C)o1 (stereo not given)	90.4	-4.8	-0.6	93.7	-0.5	4.7	1.2	-23.7	-1.4	16.6
Cc1ccc(/C=C/C(=O)NC2=NCCS2)cc1	87.3	3.7	-6.1	90.8	1.1	4.1	10.2	-6.7	-2.8	-31.0
COc1ccccc1CN=c1c([N+](=O)[O-])nn(-c2ccc3c(c2)OCCO3)n1O	70.8	-1.2	-7.8	69.7	5.3	3.3	/	2.3	-4.3	-37.8
COC(=O)CSc1nnc(-c2cccs2)n1-c1ccc(Cl)cc1	92.2	4.9	-1.5	107.4	3.3	9.9	-21.1	-8.1	-0.8	-60.0
CCC(C(=O)Nc1cc(C(=O)Nc2cc(C)ccn2)ccc1Cl)c1ccccc1 (stereo not given)	74.2	4.8	-2.3	65.2	10.9	7.7	-20.5	5.3	1.1	-50.8
COc1ccc(-c2nc(NC(=O)c3ccccc3)sc2-c2ccc([N+](=O)[O-])cc2)cc1	72.8	-0.5	/	73.0	2.9	-0.5	-40.0	-7.8	-3.3	-24.8
CCOc1ccc(CN(C)CC(=O)Nc2ccc([N+](=O)[O-])cc2Cl)cc1	86.9	3.0	-7.0	78.4	5.5	/	/	-1.7	2.5	-14.1
Cc1cc(NC(=O)CSc2ccc(-c3nc4cc(C)c(C)cc4[nH]3)cn2)no1	92.6	2.2	0.4	89.2	1.1	6.1	/	-16.1	-3.4	-44.1
COC(=O)c1c(-c2cccnc2)csc1NC(=O)c1cc(C)on1	91.7	-5.2	-0.1	93.0	4.5	-0.5	16.9	-10.9	-1.6	-67.0
COc1ccc(CNC(=O)Nc2cccc3ccccc23)cc1	108.5	-8.1	-0.2	103.8	4.0	18.6	-27.9	-6.8	0.4	-50.3
O=C(Cc1noc2ccccc12)Nc1ccc2ccccc2c1	82.1	-1.9	/	75.8	5.1	12.6	7.1	/	-2.4	-41.7
CCOC(=O)C1CCN(Cc2cnc(NC(=O)OC)s2)CC1	100.3	-1.8	-1.9	111.1	0.4	/	2.8	-11.3	-0.1	-57.0
O=C(NC1CCCC1)C1CCCN(S(=O)(=O)c2cnc[nH]2)C1 (stereo not given)	97.5	18.4	-0.6	105.0	1.1	20.5	/	-5.8	-0.4	-24.6
O=C1CC(c2ccc(Br)cc2)NC(c2ccc(Br)cc2)C1c1ccccc1 (stereo not given)	54.7	3.1	-6.7	66.5	7.5	53.0*	/	-0.4	-1.1	5.0
Cn1c(-c2ccc3ccccc3n2)nc2cnccc21	65.6	22.2	0.1	57.1	3.7	14.2	8.0	-14.6	-3.6	-16.5
O=C(c1ccco1)N1CCCSC1=Nc1ccccc1	94.4	6.8	0.3	97.1	-1.2	16.5	-12.9	0.7	0.1	25.3
